FLuc act counter – affects firefly luciferase, flagging false hits in luciferase stimulation screens | ATPlite luciferase biochemical, luminescence, 10 min; 0 = ATP-free wells, 1 = DMSO control | 200,000 tested, under 10 active | P08659 | activation factor at 10 µM | AID 1027;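 active = luciferase activation factor, scaled between plate controls, of at least 2 with compound at 10 µM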
Target sequence (P08659 whole entry, looked up): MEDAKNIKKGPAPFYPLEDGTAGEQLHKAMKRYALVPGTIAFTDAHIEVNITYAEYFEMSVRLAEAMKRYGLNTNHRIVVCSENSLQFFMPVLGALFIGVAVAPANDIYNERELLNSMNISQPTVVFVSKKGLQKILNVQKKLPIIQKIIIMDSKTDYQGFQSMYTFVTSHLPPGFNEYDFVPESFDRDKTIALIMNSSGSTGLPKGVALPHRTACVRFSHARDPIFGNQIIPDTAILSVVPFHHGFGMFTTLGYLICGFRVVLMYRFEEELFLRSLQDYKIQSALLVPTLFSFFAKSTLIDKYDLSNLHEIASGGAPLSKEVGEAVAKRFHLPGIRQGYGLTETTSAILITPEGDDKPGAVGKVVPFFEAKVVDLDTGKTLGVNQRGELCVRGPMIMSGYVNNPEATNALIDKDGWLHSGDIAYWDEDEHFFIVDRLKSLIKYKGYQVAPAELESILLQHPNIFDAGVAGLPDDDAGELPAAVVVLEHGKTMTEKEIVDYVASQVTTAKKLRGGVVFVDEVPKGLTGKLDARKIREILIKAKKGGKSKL
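Assay system: Luciferase/luciferin detection reagent, cell-free biochemical luciferase assay / Read-out: luciferase activation / Benchmarks: No-ATP low control, compound-free enzyme-plus-ATP high control / Medium: PBS buffer for ATP / Detection: luminescence measurement of luciferase light output / Schedule: 10 min at ambient temperature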
TNAP act hi DEA – increases human TNAP activity under high phosphate acceptor concentration. P05186. purified TNAP, CDP-star luminescence, 1 M DEA, 30 min; stronger effect = higher value; 0 = EDTA background, 1 = DMSO-only activity. activation factor at 20 µM. 200,000 tested, under 10 active. AID 1136;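 active = activation factor at least 2 at 20 µM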
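Assay system: human TNAP; Input: enzyme diluted 1/800 final; Reagent: CDP-star luminogenic substrate at 100 µM final; Timing: 30 min, room temperature; Signal: luminescence; Evaluation: TNAP activation factor scaled between EDTA and DMSO control wells.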
NF-kB neuron act – NF-kB expression increase, human neuronal cells. NF-kB reporter expression; stronger effect = higher value. fold change at 12.5 µM. 190,000 tested, 1.6% active; in the data active = fold change above about 3.3
PMI act – phosphomannose isomerase (human) activation | P34949 | purified human PMI, coupled resazurin fluorescence, 20 min; stronger effect = higher value; 1 = vehicle control, 0 substrate-free wells | activation factor at 20 µM | 190,000 tested, 0.005% active;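 active = activation factor of 2 or more at 20 µM, relative to plate controls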
Target sequence (P34949 whole entry, looked up): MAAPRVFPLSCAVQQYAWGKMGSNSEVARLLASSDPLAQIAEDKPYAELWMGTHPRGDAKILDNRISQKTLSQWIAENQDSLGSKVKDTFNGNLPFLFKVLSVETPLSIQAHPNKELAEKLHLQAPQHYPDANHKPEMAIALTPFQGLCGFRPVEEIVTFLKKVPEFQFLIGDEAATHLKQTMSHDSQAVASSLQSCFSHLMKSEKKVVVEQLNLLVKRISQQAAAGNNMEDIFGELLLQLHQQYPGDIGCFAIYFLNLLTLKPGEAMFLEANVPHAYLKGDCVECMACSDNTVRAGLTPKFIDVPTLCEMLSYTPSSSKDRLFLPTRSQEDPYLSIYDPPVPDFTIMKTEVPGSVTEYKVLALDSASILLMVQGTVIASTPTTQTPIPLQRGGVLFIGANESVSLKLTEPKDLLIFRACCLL
TNAP inh hi DEA – blocks human TNAP under high phosphate acceptor concentration. AID 1135. 200,000 tested, 0.03% active. inhibition, % at 20 µM. purified TNAP, CDP-star luminescence, 1 M DEA. P05186;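 active = over 50% inhibition of tissue-nonspecific alkaline phosphatase at 20 µM in the single-dose screen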;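 also: plate controls were DMSO wells for no effect and EDTA-quenched wells as full inhibition for full effect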
FLuc inhib CS – counter-screen for luciferase assay inhibitors: firefly luciferase inhibition | P08659 | ATPLite firefly luciferase biochemical luminescence, 10 min | inhibition, % at 10 µM | 200,000 tested, 1.5% active;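 active = inhibition above about 50% when tested at 10 µM, limit read from the data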
TNAP inh noacc – inhibitors of human TNAP without phosphate acceptor. inhibition, % at 20 µM. P05186. 200,000 tested, 0.26% active. purified TNAP, CDP-star luminescence, 30 min;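 active = tissue-nonspecific alkaline phosphatase inhibition above about 50% at 20 µM in the single-dose screen, limit read from the data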;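 also: 0% = DMSO negative control and 100% = EDTA positive control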
APP 5'UTR act – activates APP 5'UTR luciferase reporter | SH-SY5Y APP 5'UTR luciferase reporter, luminescence; zero percent = DMSO vehicle wells | activation, % at 2 µM | 190,000 tested, 1% active | AID 1276;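 active = activation above a set limit, based on mean plus 3 SD of controls, cut at about 140% in these data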; also: values of inactives mirror those of a sister screen read the other way
PMI act satM6P – increases human PMI activity with near-saturating mannose 6-phosphate. P34949. coupled PMI enzyme assay, resazurin fluorescence, 20 min; stronger effect = higher value; 1 = untreated enzyme, 0 = substrate-free blank. activation factor at 20 µM. 190,000 tested, 0.34% active. AID 1216;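 active = activation factor of 2 or more at 20 µM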
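Test system: Human PMI in coupled enzyme assay | Input: 15 ng/mL PMI | Medium: HEPES-buffered pH 7.4 with magnesium and detergent | Compound: One concentration, 20 µM, in 1% DMSO | Incubation: Enzyme reaction with compound 20 min at room temperature | Detection: Diaphorase-driven resazurin-to-resorufin fluorescence, excitation 544, emission 590 nm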
bIAP act – intestinal alkaline phosphatase (bovine) activation | purified bovine IAP, CDP-star luminescence, 30 min; stronger effect = higher value; fold of DMSO-control signal, blank-subtracted | activation factor at 20 µM | 200,000 tested, 0.17% active | AID 1016;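 active = activation factor of 2 or more at 20 µM, a signal rise over negative controls twice the positive control's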
* hit, by the source's call.

SMILES	FLuc act counter	TNAP act hi DEA	NF-kB neuron act	PMI act	TNAP inh hi DEA	FLuc inhib CS	TNAP inh noacc	APP 5'UTR act	PMI act satM6P	bIAP act
CC(C)(C)[C@]1(O)C[C@@H]2OC(=O)C[C@@]23C(=O)O[C@@H]2OC(=O)[C@H](O)[C@]213	1.1	1.1	1.1	1.1	-5	-7	-5	0	1.1	0.9
Cc1cnn(C2CCN(C)CC2)c1N	1	1	0.98	0.8	-3	0	-5	3	0.8	1
Cc1ccc2nc(N3CCC(C(=O)N4CCC5(CC4)OCCO5)CC3)sc2c1	0.9	1.1	1.5	1	-6	11	-13	27	1	1
c1ccc(-c2[nH]c(-c3ccccc3)[n+](CC3CO3)c2-c2ccccc2)cc1 (stereo not given)	1.1	1	1.3	0.9	-2	-6	-14	-6	1	0.8
O=C(c1cccn2c(=O)c3cc(Br)ccc3nc12)N1CCC2(CC1)OCCO2	1	1	1.1	1	-2	0	-7	-3	1	1.1
CCc1cccc(CC)c1NC(=S)N1CC2CC(C1)c1cccc(=O)n1C2 (stereo not given)	1	0.9	1	0.8	5	0	5	-8	0.9	0.9
CCOc1ccccc1-n1c(O)c(C=NCCCN(CC)CC)c(=O)[nH]c1=O	1	1	1	1.1	3	-1	-3	-2	1	1.1
COc1cc(C2NCc3ccccc3-n3cccc32)ccc1O (stereo not given)	1.1	1	0.91	0.8	0	-5	-11	0	0.9	0.9
CCC1(CCc2ccncc2)C(=O)NC(=O)NC1=O	1	1	1	1	1	-4	4	-7	1	1
O=C1C2CCCN2C(c2cccnc2)N1c1ccc(Cl)c(Cl)c1 (stereo not given)	1	1.1	0.9	0.9	-7	-3	-12	-16	1	1
CCCCCCn1c(O)c(C=NCCCn2ccnc2)c(=O)[nH]c1=O	1.1	1	0.96	0.9	3	-7	-3	-8	0.9	1.1
COc1ccccc1N1C(=O)NC(=O)/C(=C/c2ccc3c4c(cccc24)CC3)C1=O	1	1	0.93	1.1	-4	0	-9	-3	1.1	1
CCn1c(O)c(C=NCCc2c[nH]c3ccccc23)c(=O)[nH]c1=O	1.1	1	0.58	1	-3	-9	-12	21	1	0.9
O=P1(Nc2ccc(F)cc2)COc2ccccc2OC1	1.1	1	1.1	0.9	-3	-6	-13	-12	1	1
CCCSc1nc(O)c(CC)c(=O)n1C(C)CC (stereo not given)	1.1	1	1.1	0.9	-4	-7	-12	-1	1	0.9
Cc1cc(NC(=O)CCC(=O)N2CCC3(CC2)OCCO3)no1	1.1	1.1	0.96	1.1	-8	-7	1	0	1.1	1
CN1c2ccc([N+](=O)[O-])cc2CC2(C(=O)NC(=O)N(c3ccccc3)C2=O)C1c1ccccc1 (stereo not given)	1.1	0.8	0.45	0.9	15	-11	23	3	1	1.2
Cc1ccc(NP(=O)(c2ccccc2)c2nc3ccccc3s2)cc1 (stereo not given)	1	1	0.94	0.2	-2	-2	-12	26	1	1
Cc1ccc(N2C(=O)CC(=O)NC2=O)cc1	1.1	1.1	0.97	1	-9	-6	-15	0	1.2	0.9
COc1ccc(C2N(c3cc(C)on3)C(=O)C3CCCN32)cc1 (stereo not given)	1	1.1	1.1	1	-5	-3	-11	11	1	0.9
COc1cc(CN2CCCC(C(=O)c3sccc3C)C2)cc(OC)c1O (stereo not given)	1.1	1	0.99	0.7	-4	-5	-1	-18	0.3	1
CN1CC[C@@]23CCCC[C@@H]2[C@@H]1Cc1ccc(O)cc13	1	1	1.4	1	1	-4	-2	3	1	0.9
CCN(CC)C(=O)c1ccc(NC(=O)c2ccc(-c3nn(C)c(=O)c4ccccc34)cc2)cc1	1.1	1	0.67	0.9	-3	-6	-5	12	1	1.1
CC(=O)Nc1ccccc1C(=O)OCc1ccc(C(=O)c2ccccc2)cc1	1	1.1	1.1	0.9	-6	-2	-9	20	0.8	1
COc1ccc(OC)c(N2C(=O)NC(=O)C3(Cc4cc(C)ccc4N(C)C3)C2=O)c1 (stereo not given)	1	1	1	1.3	-1	-4	-6	4	1	1.1

The final 7 compounds of the part above are carried over, then new ones follow:
SMILES	FLuc act counter	TNAP act hi DEA	NF-kB neuron act	PMI act	TNAP inh hi DEA	FLuc inhib CS	TNAP inh noacc	APP 5'UTR act	PMI act satM6P	bIAP act
Cc1ccc(N2C(=O)CC(=O)NC2=O)cc1	1.1	1.1	0.97	1	-9	-6	-15	0	1.2	0.9
COc1ccc(C2N(c3cc(C)on3)C(=O)C3CCCN32)cc1 (stereo not given)	1	1.1	1.1	1	-5	-3	-11	11	1	0.9
COc1cc(CN2CCCC(C(=O)c3sccc3C)C2)cc(OC)c1O (stereo not given)	1.1	1	0.99	0.7	-4	-5	-1	-18	0.3	1
CN1CC[C@@]23CCCC[C@@H]2[C@@H]1Cc1ccc(O)cc13	1	1	1.4	1	1	-4	-2	3	1	0.9
CCN(CC)C(=O)c1ccc(NC(=O)c2ccc(-c3nn(C)c(=O)c4ccccc34)cc2)cc1	1.1	1	0.67	0.9	-3	-6	-5	12	1	1.1
CC(=O)Nc1ccccc1C(=O)OCc1ccc(C(=O)c2ccccc2)cc1	1	1.1	1.1	0.9	-6	-2	-9	20	0.8	1
COc1ccc(OC)c(N2C(=O)NC(=O)C3(Cc4cc(C)ccc4N(C)C3)C2=O)c1 (stereo not given)	1	1	1	1.3	-1	-4	-6	4	1	1.1
CC/C(=N\N1CCCCCC1)c1c(O)n(-c2ccccc2C)c(=O)[nH]c1=O	1.1	1	0.56	1	-2	-7	-4	7	1	1
Cc1c(NP(=S)(C(C)(C)C)C(C)(C)C)c(=O)n(-c2ccccc2)n1C	1.1	1.1	0.92	1.1	-7	-8	-8	8	1.1	1.3
N=C1c2ccccc2CN1NC(=O)C1CC1	1	1	0.87	0.9	0	-3	-3	-11	0.9	0.6
CCOC(=O)C(O)(c1ccc(N(CC)C(=O)COc2ccccc2)cc1)C(F)(F)F (stereo not given)	1.1	1	1.2	0.9	-1	-5	-12	-9	0.9	0.8
O/N=C/c1c[nH]c2ccccc12	1	1	1.1	1	4	-2	-8	-4	1	0.9
CCN1CCN(c2ccc(NC(C)=O)cc2Cl)CC1	1	1	1.1	0.9	0	-4	-2	-1	0.9	1.2
CCOc1ccc(Br)c(C2(O)CC(C)N(C)CC2C)c1 (stereo not given)	1	1	1.3	1	-1	-4	-11	1	1	1
O=C(c1ccc2c(c1)ncn2-c1ccc(F)cc1F)N1CCC2(CC1)OCCO2	1	1	1.5	1.1	0	-3	-5	0	1	1
O=C(Nc1ccccc1)NC1CC2CCC(C1)N2 (stereo not given)	1	1	0.89	0.9	-5	-5	-10	4	1	1
Cc1ccc(S(=O)(=O)NP(=O)(Oc2ccccc2)Oc2ccccc2)cc1	1.1	1	1	1.1	-5	-8	1	0	1.2	1
CCCCN(Cc1ccccc1)C1CCN(CCc2ccccc2)CC1	1.1	1	0.89	1.1	-2	-7	1	1	1.2	1
CC(C)NCC(O)c1ccc(C2CCCC2)cc1 (stereo not given)	1.1	1	1.1	1.1	-3	-9	-6	5	1	1
O=C(CN1CCCCC1)NCC(=O)Nc1ccc(Br)cc1C(=O)c1ccccc1	1.1	1.1	1.2	1	-5	-9	-8	-2	1.1	1
C=CCn1c(O)c(C(CC)=NCCC2=CCCCC2)c(=O)[nH]c1=O	1.1	1.1	1.1	0.9	-6	-8	-6	3	0.9	1
O=C(CN1CCCCC1)Nc1ccc(Br)cc1C(=O)c1ccccc1Cl	1.1	1.1	1	0.8	-8	-9	-4	9	0.9	0.9
O=C1CSC2(CN3CCC2CC3)N1 (stereo not given)	1.1	1	1	1.2	-5	-5	-16	8	1.2	1
COc1ccc(S(=O)(=O)N2CC3CC(C2)c2cccc(=O)n2C3)cc1 (stereo not given)	1.1	1	1.1	1	0	-7	-4	4	1.1	1
O=C(c1ccc(N2CC3CC(C2)c2cccc(=O)n2C3)c([N+](=O)[O-])c1)N1CCCCC1 (stereo not given)	1	0.9	1	0.9	5	1	1	-13	1	0.9
CC1(C)N=C(c2ccccc2)[C@@H]2C(c3ccc([N+](=O)[O-])cc3)N21 (stereo not given in full)	1.1	1	0.96	1.1	0	-6	-5	-14	1.1	1
CCN1CCN(C(=O)Cc2coc3ccc4ccccc4c23)CC1	1.1	1.1	0.88	1	-6	-5	-8	9	1	1
Fc1ccc(CNCCc2ccccc2F)cc1	1	1	1.1	1	5	-2	2	3	1	1.1
CCOC(=O)C(NC(=O)CC)(Nc1ccc(C(O)(C(=O)OCC)C(F)(F)F)cc1C)C(F)(F)F (stereo not given)	1	1	0.94	0.8	-2	-4	-7	18	0.9	1
O=c1[nH]c(O)c(N=Nc2ccc(S(=O)(=O)N3CCOCC3)cc2)c(=O)[nH]1	1	0.9	1.2	0.9	8	-4	-5	-10	0.9	1.1
Cc1cccc(NC2=NCCCS2)c1C	1.1	1	1.1	1	-3	-8	-4	-2	1.1	0.9
CCC(=NCCC(c1ccccc1)c1ccccc1)c1c(O)[nH]c(=O)[nH]c1=O	1.1	1	0.32	0.9	-5	-7	-31	17	0.8	0.8
Further compounds.
SMILES	FLuc act counter	TNAP act hi DEA	NF-kB neuron act	PMI act	TNAP inh hi DEA	FLuc inhib CS	TNAP inh noacc	APP 5'UTR act	PMI act satM6P	bIAP act
Cn1c(N2CCNCC2)nc2ccccc21	1.1	1	0.96	1	-3	-8	-4	5	1.1	1
O=C(Nc1cccc(OC(=O)N2CCCCC2)c1)N1CCOCC1	1	1	1.2	1.1	-3	1	-10	4	1	1.1
CN1CCC(O)(c2ccccc2)C2CCCC21 (stereo not given)	1.1	1.1	0.97	1	-7	-11	-6	-16	1	0.9
O=C(NCc1cccnc1)C(Cl)(Cl)Cl	1	1	1.3	1	0	-4	-4	6	1.1	1.1
COc1ccc(-n2c(Cc3cccc([N+](=O)[O-])c3)nc3ccccc3c2=O)cc1	1	1	0.77	0.9	-3	-3	-14	-4	1	1
CCOC(=O)c1c(C)n(C(C)C)c2ccc(OC(=O)c3ccc(N4C(=O)CCC4=O)cc3)cc12	1	1	0.96	0.8	-1	-4	-1	14	0.8	1
COCC(C)OC(=O)c1c(N)n(Cc2ccco2)c2nc3ccccc3nc12 (stereo not given)	1	1	0.55	1.3	4	-4	-3	0	1.3	1.1
CC1CN=C(Nc2ccc(N(C)C)cc2)S1 (stereo not given)	1	1.1	1.3	0.9	-7	2	-12	14	0.9	0.9
CC(C(N)=O)N1CC(c2ccccc2)CC1=O (stereo not given)	1	1	1.1	0.9	-3	-3	-10	17	0.9	0.9
COc1ccc(/C=C2\C(=N\O)C3CCN2CC3)cc1	1	1	1.4	1.2	2	2	-2	3	1.2	0.9
CC(=O)Nc1ccc2c(c1)CC1(C(=O)N(C)C(=O)N(C)C1=O)C1CCCN21 (stereo not given)	1.1	1	0.82	1.2	-3	-6	-12	9	0.9	0.9
CCCCn1c(=O)c(C=Nc2ccc(Cl)cc2)c(O)n(Cc2ccco2)c1=O	1	1	1.1	1.1	1	-4	-2	4	1.1	1
O=C(c1ccc(CS(=O)(=O)c2ccc(Br)cc2)o1)N1CCC2(CC1)OCCO2	1.1	1	0.91	1	-1	-8	5	-10	1	1
O=C1NC(=O)N(c2ccccc2)C(=O)/C1=C/c1ccc(Sc2ccccc2)o1	1	1	1.3	0.9	-1	-2	19	1	1.1	0.9

Not all compounds are listed (hit frequency here may not be typical).
